CXCR6 block: blocks human CXCR6 beta-arrestin recruitment; AID 602244; 0.36% of 360,000 active; O00574; CHO-K1 PathHunter CXCR6 beta-arrestin, luminescence; inhibition, % at 20 µM; in the data active = inhibition above about 34%, passing the limit was not always enough;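 also: antagonist mode with CXCL16 agonist at 10 nM final; 0% = 10 nM CXCL16 with DMSO and 100% = unstimulated wells without agonist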
Target sequence (O00574 whole entry, looked up): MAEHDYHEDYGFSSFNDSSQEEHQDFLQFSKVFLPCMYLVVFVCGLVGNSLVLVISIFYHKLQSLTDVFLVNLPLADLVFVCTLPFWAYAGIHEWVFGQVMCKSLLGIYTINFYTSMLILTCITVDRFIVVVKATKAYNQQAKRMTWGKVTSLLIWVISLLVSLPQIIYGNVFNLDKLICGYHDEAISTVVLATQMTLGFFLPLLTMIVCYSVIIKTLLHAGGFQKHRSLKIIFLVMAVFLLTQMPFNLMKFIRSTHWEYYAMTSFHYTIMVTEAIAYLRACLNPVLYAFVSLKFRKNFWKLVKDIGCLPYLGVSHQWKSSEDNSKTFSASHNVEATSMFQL
EBI2 antag: EBI2 (human) antagonism | P32249 | EBI2 beta-arrestin recruitment, luminescence, 7a,25-OHC stimulated | inhibition, % at 5 µM | 0.81% of 360,000 active | AID 651636; in the data active = inhibition above about 38%;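 also: enzyme fragment complementation signal reports receptor beta-arrestin coupling in cells; 0% = agonist plus DMSO wells and 100% = wells without agonist; some results beyond the cut were filed as inactive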
Target sequence (P32249 whole entry, looked up, the tested form may be a part): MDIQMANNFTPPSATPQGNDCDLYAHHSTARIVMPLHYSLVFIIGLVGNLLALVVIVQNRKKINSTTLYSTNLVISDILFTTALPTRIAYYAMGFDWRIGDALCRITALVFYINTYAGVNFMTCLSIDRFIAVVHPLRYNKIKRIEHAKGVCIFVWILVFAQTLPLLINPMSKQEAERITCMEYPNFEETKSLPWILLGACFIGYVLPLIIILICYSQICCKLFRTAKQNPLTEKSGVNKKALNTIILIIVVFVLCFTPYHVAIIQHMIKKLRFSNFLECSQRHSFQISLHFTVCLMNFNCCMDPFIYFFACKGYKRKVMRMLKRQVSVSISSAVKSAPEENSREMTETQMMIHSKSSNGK
* = called active by the depositor.

The opening 4 entries, ahead of the listing:
SMILES | CXCR6 block | EBI2 antag
CN(C)CCN1CCN(C2CN(C3CCCCC3)S(=O)(=O)C2)CC1 (stereo not given) | -9 | -11
COC(=O)c1cc(C)nc(Nc2nc(C(N)Cc3ccc(Cl)cc3)cs2)n1 (stereo not given) | -5 | -9
CSc1ccccc1CNc1nc(NCC2CC2)nc2ccsc12 | -7 | -9
CCOC(=O)C1=CCC(c2ccco2)N(S(=O)(=O)c2ccc(C)cc2)C1 (stereo not given) | -8 | 2

Results, repeating the preview:
SMILES | CXCR6 block | EBI2 antag
CN(C)CCN1CCN(C2CN(C3CCCCC3)S(=O)(=O)C2)CC1 (stereo not given) | -9 | -11
COC(=O)c1cc(C)nc(Nc2nc(C(N)Cc3ccc(Cl)cc3)cs2)n1 (stereo not given) | -5 | -9
CSc1ccccc1CNc1nc(NCC2CC2)nc2ccsc12 | -7 | -9
CCOC(=O)C1=CCC(c2ccco2)N(S(=O)(=O)c2ccc(C)cc2)C1 (stereo not given) | -8 | 2
CN1CCN(C(=O)c2cccc(-c3cccc4nccn34)c2)CC1 | 6 | -7
COCCCNC(=O)c1ccc(-c2c(C)noc2C)c2ccoc12 | -10 | -19
COc1ccc(NC(=O)c2cc(C3CCCCN3C(=O)c3cc(C(C)(C)C)nn3C)on2)c(C)c1 (stereo not given) | 0 | 6
C[C@H](CO)N1C[C@H](C)[C@@H](CN(C)S(=O)(=O)c2ccc(Oc3ccccc3)cc2)OCc2cnnn2CCCC1=O | -4 | -2
O=C(NC(c1ccc(Cl)cc1)c1cnccn1)C1CCN(CCCc2ccccc2)CC1 (stereo not given) | 3 | -6
O=S(=O)(c1ccccc1)N1CCN(CCOc2ccc(F)cc2)CC1 | 5 | 18
CCCCn1nnnc1C(c1ccccc1)N1CCN(C(=O)c2ccco2)CC1 (stereo not given) | 1 | -5
CCCCCCCCN1C(=O)[C@H](CC(=O)NCc2cccc(C(F)(F)F)c2)C[C@@]2(C(=O)OC)CCCCC=C12 | 10 | 12
CN1CCN(c2ccc(CNC[C@H]3O[C@@H](n4cnc5c(=O)[nH]c(N)nc54)[C@H](O)[C@@H]3O)c(F)c2)CC1 | -2 | -10
CCc1nc2ccc(C(=O)Nc3cccc(OC)c3)cn2c1N(CC)CCN(C)C | 2 | -13
Cc1ccccc1-n1nc2c(c1NC(=O)C1CC1)CS(=O)(=O)C2 | -7 | -2
COc1cc(C=CC(=O)N2CCN(CC(=O)N3CCCC3)CC2)cc(OC)c1OC | -1 | 2
O=C(NCC1CC1)c1ccc(-c2cn[nH]c2)c2ccoc12 | -2 | -14
COc1ccc(C(O)c2ncc(-c3cccc(OC)c3)[nH]2)cc1 (stereo not given) | -1 | 10
C[C@@H]1CN([C@H](C)CO)S(=O)(=O)c2ccc(C#CCN(C)C)cc2O[C@@H]1CN(C)Cc1ccccc1F | -1 | 3
CCOc1ccc(NC(=O)CN(C)C(=O)CCCNC(=O)c2ccc(Cl)cc2)cc1OCC | -10 | 8
CCOc1ccc(CCN2C(=S)N([C@@H](Cc3ccc(O)cc3)CN3CCC[C@@H]3CN3C(=S)NC[C@@H]3CC(C)C)C[C@@H]2CC(C)C)cc1 | 0 | 27
COCCNC(=O)C1(C)CCN(C(=O)c2cccc(C)c2C)C1 (stereo not given) | -2 | -14
CCCCNC(=O)C1(C)CCCCN1C(=O)c1cccs1 (stereo not given) | 6 | -9
COc1ccc([C@@H]2C[C@H]3[C@@H](CN2S(=O)(=O)c2ccccc2)C(=O)C[C@@H](c2ccccc2F)N3S(=O)(=O)c2ccc(C)cc2)cc1 | 6 | 11
C[C@@H]1CN([C@@H](C)CO)C(=O)CCCn2nncc2CO[C@H]1CN(C)S(=O)(=O)c1ccc(-n2cccn2)cc1 | -3 | -6

Continuation:
SMILES | CXCR6 block | EBI2 antag
Cc1cccc(C(=O)C(O)(c2ccccc2)C2CCCCC2=O)c1 (stereo not given) | 4 | 6
Fc1cccc(Cc2c(-c3ccc(Cl)cc3)nc3c(Cl)cc(C(F)(F)F)cn23)c1 | 0 | -10
O=C(NCc1cccc(C(F)(F)F)c1)c1csc([C@@H]2O[C@H](CO)[C@H](O)[C@H](O)[C@H]2O)n1 | 11 | -1
COCCN(Cc1ccc(OC)cc1)c1c(C)nc2ccc(C(=O)Nc3ccc(NC(C)=O)cc3)cn12 | -11 | -7
COc1ccccc1-c1noc(CCC(=O)Nc2cccnc2)n1 | -2 | -6
COc1ccc(NC(=O)C2(C)Cc3c(-c4ccc5c(c4)OCO5)ccnc3O2)cc1OC (stereo not given) | 0 | -4
CCc1nc2ccc(C(=O)NCc3ccccc3OC)cn2c1N(CC)CCN(C)C | -2 | -10
CCCCNC(=S)N(CCCO)Cc1cc2cc3c(cc2[nH]c1=O)OCO3 | 3 | -7
COc1cc([N+](=O)[O-])c(C)cc1NC(=O)c1ccc(OC)c(OC)c1 | -1 | 10
C=Cc1ccc(Cn2c(C)c(C(=O)NCc3ccc(Cl)c(Cl)c3)sc2=O)cc1 | -8 | 19
CCOC(=O)C1(C)CCN1C(=O)c1c(F)cccc1F (stereo not given) | 0 | -4
CCN(CC)C(=O)C1=C(C)N(Cc2ccc(C(C)(C)C)cc2)C(=O)C(CC(=O)NC(c2ccccc2)c2ccccc2)C1 (stereo not given) | 25 | 24
NC(c1csc(Nc2cnccn2)n1)c1ccccc1Cl (stereo not given) | 3 | -7
CCNC(=O)C1CCCN(Cc2ccc(OCc3ccccc3)cc2)CC1 (stereo not given) | -1 | 0
CCCCN(C)c1c(C)nc2ccc(C(=O)NCCCn3ccnc3)cn12 | -3 | 1
CCN1C(=O)[C@H]2[C@@H](c3ccc(OC)cc3)N[C@]3(CCCN(Cc4ccc(C)cc4)C3=O)[C@H]2C1=O | 3 | -1
CNc1cncc(-c2cccc(O)c2)n1 | -11 | -4
CCCCN(C=O)c1c(CC)nc2ccc(C(=O)NCCCN3CCCC3=O)cn12 | -3 | -8
CC1(C)ON=C(c2ccc(C(F)(F)F)cc2)NC1=O | 3 | -2
COc1ccc(NC(=O)Cn2nnc(-c3ccccc3)c2COc2ccc(C(C)=O)cc2)cn1 | 1 | 6
COC(=O)[C@]12CCCCC=C1N(CCC1=CCCCC1)C(=O)[C@H](CC(=O)N1CCCCC1)C2 | 0 | 5
CC1(C)CN(CCc2ccccc2)C(=O)[C@H]1CC(=O)Nc1ccc(Br)cc1 | -1 | 5
CSc1ccc(OC2(C)CCN(Cc3ccc4c(c3)OCCO4)C2)cc1 (stereo not given) | -6 | 6
Cc1ccc(S(=O)(=O)N2C[C@@H](C)[C@]3(C2)[C@H](O)[C@H](OC(=O)Nc2cccs2)C[C@H]2C(=O)N(c4ccccc4)C(=O)[C@H]23)cc1 | -8 | 15
CN[C@H]1C[C@H]2c3cc(-c4ccccc4)ccc3CCN2C(=O)[C@H]1[C@H](C)O | -2 | -11

More results
SMILES | CXCR6 block | EBI2 antag
Cc1cccc(S(=O)(=O)NC(=O)C2(C)CCN2C(=O)Cc2ccc(C(C)(C)C)cc2)c1 (stereo not given) | 2 | -3
CC(=O)NCC1(c2ccccc2)CCN(CCCC(=O)c2ccc(F)cc2)CC1 | 1 | -1
COc1ccc(C(=O)NN/C=C/C(=O)c2ccc(Br)cc2)cc1 | 29 | 13
COc1ccc(C)cc1S(=O)(=O)NCc1ccccn1 | -4 | 2
COc1cc2c(cc1O)C(CSC)Cc1cc3c(cc1N(C)CC2)OCO3 (stereo not given) | -4 | -12
O=C(Cc1ccc(Cl)cc1)Nc1cccnc1Cl | 7 | -9
CC(C)c1ccc(CC(=O)N2CCC2(C)C(=O)Nc2ccc3c(c2)OCO3)cc1 (stereo not given) | -5 | -4
CCCCCCNC(=O)O[C@H]1C[C@@H]2C(=O)N(c3ccccc3)C(=O)[C@@H]2[C@@H]2CN(S(=O)(=O)c3ccc(C)cc3)C[C@]12O | 10 | 4
O=C1c2cccc3cccc(c23)C(c2nc3ccccc3[nH]2)N1C1CC1 (stereo not given) | -6 | -1
C[C@H](CO)N1C[C@H](C)[C@@H](CN(C)Cc2ccncc2)Oc2ncc(Br)cc2C1=O | 11 | -3
CSc1ccccc1-c1ccc2nccn2c1 | -4 | -11
CCOC(=O)C1c2cccc(O)c2CCN1C(C)=O (stereo not given) | 5 | -3
O=C1NC[C@@H](CCCCN2C[C@H](Cc3ccccc3)N(CCc3ccccc3)C(=O)C2=O)N(CCc2ccccc2)C1=O | 4 | 6
COc1ccc(-c2nc3ccc(C)cn3c2CC2CCCCC2)cc1OC | 8 | -2
CC(=O)Nc1ccc(CNc2nc3cc(-c4ccccc4C)sc3c(=O)n2C)cc1 | 7 | 23
COc1ccc(Cc2c(-c3ccc(C)cc3)nc3c4ccccc4ccn23)c(C)c1 | -2 | 12
O=C(NCc1ccccc1)Nc1nnc([C@@H]2C[C@H](O)[C@@H](CO)O2)s1 | 0 | -4
O=C1NC(=O)C(=CC=Cc2ccccc2)S1 | 4 | 0
C[C@@H](O)CNC(=O)c1[nH]cnc1C(=O)Nc1ccc(CNC(=O)OC(C)(C)C)cc1 | -7 | -9
CS(=O)(=O)N(CC(=O)N1CCCC1)c1ccc(F)cc1 | 0 | -10
O=C(Nc1cccc(OC(F)(F)F)c1)c1ccc(-c2cccnc2)c2ccoc12 | -2 | 38*
COc1ccc(Cc2c(-c3ccccc3)nc3cc(C)c(Br)c(C)n23)c(C)c1 | -8 | 10
CC1Cc2nc(SCC(=O)N3CCCCC3)n(C)c(=O)c2S1 (stereo not given) | -2 | -3
O=C(CCNS(=O)(=O)c1ccc(F)cc1)N1CCN(c2ncccn2)CC1 | -5 | 4
Cc1noc(C)c1C(=O)N1CCC1(C)C(=O)NS(=O)(=O)c1cccc(OC(F)F)c1 (stereo not given) | 10 | -4

2 compounds drawn at random from those above, as already listed:
SMILES | CXCR6 block | EBI2 antag
O=C(NCc1ccccc1)Nc1nnc([C@@H]2C[C@H](O)[C@@H](CO)O2)s1 | 0 | -4
COc1ccc(C)cc1S(=O)(=O)NCc1ccccn1 | -4 | 2

(list continues)
SMILES | CXCR6 block | EBI2 antag
O=C(Cn1sc2ccccc2c1=O)Nc1ccc(Cl)cc1 | -7 | 11
CCCCCCN1C[C@H](n2cc(-c3ccc(F)cc3)nn2)[C@@H](O)C[C@@H]1c1ccccc1 | 2 | -1
NCC1C2CCC(O2)C1CO (stereo not given) | 0 | -9
COC(=O)[C@@]1(Cc2ccc(F)cc2)[C@H]2c3cc(C(=O)N(C)C)n(CCc4c[nH]c5ccc(O)cc45)c3C[C@H]2CN1C(=O)c1ccccc1 | -7 | 7
COc1cccc(C(C)(O)c2nc(-c3ccc4c(c3)OCO4)cs2)c1 (stereo not given) | -4 | 0
O=C(NCC1CCCCC1)c1csc([C@@H]2C[C@H](O)[C@@H](CO)O2)n1 | -2 | 8
CN1OC[C@@H]2CN(C(=S)Nc3ccc(C#N)cc3)[C@H](c3ccc(N4CCCCC4)cc3)C[C@@H]21 | 5 | -1
O=S(=O)(Nc1ccc(NS(=O)(=O)c2ccccc2)c2ccccc12)c1ccccc1 | -12 | -20
FC(F)(F)c1ccccc1Cc1c(-c2ccco2)nc2ccc(Br)cn12 | 6 | 19
Cc1ccc(S(=O)(=O)/N=C2\C=C(NS(=O)(=O)c3ccc(C)cc3)C(=O)c3ccccc32)cc1 | 28 | -2
CC(NCC(=O)Nc1ccccc1C(=O)NC1CC1)c1ccc(Cl)cc1 (stereo not given) | 3 | 9
O=C(COC(=O)c1cccc(Br)c1)Nc1cccc(S(=O)(=O)N2CCCCC2)c1 | -6 | 7
C[C@@H]1CN([C@H](C)CO)C(=O)CCCn2nncc2CO[C@@H]1CN(C)S(=O)(=O)c1ccc2c(c1)OCCCO2 | 9 | -6
O=C1C(=Cc2cn(-c3ccccc3)nc2-c2ccc(OCc3ccc(Cl)cc3)cc2)SC(=S)N1CCS(=O)(=O)O | 26 | 4
CN(C)c1nn2c(-c3ccccc3)nnc2o1 | -5 | -3
O=C(NCc1ccccc1Cl)c1ccc2sc([C@@H]3O[C@H](CO)[C@H](O)[C@H](O)[C@H]3O)nc2c1 | 20 | 2
C[C@H]1CCCCO[C@H](CN(C)Cc2ccncc2)[C@@H](C)CN([C@@H](C)CO)C(=O)c2cc(NS(=O)(=O)c3ccccc3)ccc2O1 | -4 | -3
C[C@@H]1CN([C@H](C)CO)C(=O)c2cc(Br)cnc2O[C@H]1CN(C)C(=O)c1ccccc1 | 1 | -9
CCc1nc2c(OCc3ccc(OC)cc3)cccn2c1N(C)C(=O)c1ccco1 | -4 | -12
C[C@H](O)C#Cc1ccc2c(c1)O[C@@H](CN(C)C(=O)c1ccncc1)[C@@H](C)CN([C@H](C)CO)S2(=O)=O | 0 | -10
COc1ccc(C=C(C#N)C(=O)c2ccccc2)cc1 | 6 | 0
COCCN1C[C@@H](CO)O[C@@H](n2cnc3c(NCC(C)C)ncnc32)C1 | -18 | 0
C#CC1(N2CCCCC2)CCCCC1 | 9 | -11
O=C(Nc1ccc(OCCO)cc1)c1csc([C@@H]2C[C@H](O)[C@@H](CO)O2)n1 | -4 | -9
O=C(CNc1cccc(S(=O)(=O)N2CCCCC2)c1)Nc1ccc(C(F)(F)F)cc1 | -5 | 9
COc1ccc(C2CC=C(C(C)=O)CN2S(=O)(=O)c2ccccc2)cc1 (stereo not given) | -2 | -1
OC(c1ccccc1)(c1nc(-c2ccc(F)c(Cl)c2)cs1)C(F)(F)F (stereo not given) | 2 | 39
Cc1cc(NC(=O)COc2ccc3c(C)c(C)c(=O)oc3c2)no1 | 5 | -2
Cc1ccc(-c2nn(-c3ccccc3)cc2C=C2SC(=S)N(CCS(=O)(=O)O)C2=O)cc1 | 16 | 11
Cc1cc(NC(=O)c2ccc3sc([C@@H]4O[C@H](CO)[C@H](O)[C@H](O)[C@H]4O)nc3c2)n(C)n1 | -1 | 0

Arranged by the number under EBI2 antag (lowest first): three of the compounds above
SMILES	EBI2 antag
O=S(=O)(Nc1ccc(NS(=O)(=O)c2ccccc2)c2ccccc12)c1ccccc1	-20
COc1ccc(C2CC=C(C(C)=O)CN2S(=O)(=O)c2ccccc2)cc1 (stereo not given)	-1
O=C1C(=Cc2cn(-c3ccccc3)nc2-c2ccc(OCc3ccc(Cl)cc3)cc2)SC(=S)N1CCS(=O)(=O)O	4

Source: PubChem BioAssay

Some of the compounds tested; count on the stated rates, not on these rows.
